Bioassay records deposited in PubChem BioAssay by several laboratories.
Vif inh: HIV Vif inhibition; HEK293T cells, Vif self-association by quenched fluorescence, imaging, 24 h; inhibition, % at 7.49 µM; hit rate 0.35% among 340,000; in the data active = inhibition above about 50%, passing the limit was not always enough; note: some results filed as inactive read as strong as hits
MC4R barr agon: activates human MC4R beta-arrestin recruitment | hit rate 0.98% among 360,000 | activation, % at 8.9 µM | U2OS MC4R beta-arrestin complementation, luminescence; percent of melanotan II response, DMSO zero;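 active = activation above a per-plate cutoff, the mean activation of sample wells on that plate plus 3 SD, cut at about 8% in these data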
aDG glyco act: increases alpha dystroglycan glycosylation; AID 624168; activation, % at 10 µM; Pro5-aDG cells, alpha-DG glycosylation AlphaScreen (IIH6); 0% Pro5, 100% B10-LARGE cell signal; hit rate 0.22% among 360,000;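 active = activation of at least 8% versus controls, or a plate z-score of at least 8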;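 note: Pro5 are CHO cells carrying HIG-tagged alpha-DG that lacks glycosylation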
ABHD5-PLIN5 inh: ABHD5-PLIN5 protein interaction inhibition; inhibition, % at 4 µM; Split G. princeps luciferase complementation, luminescence, 4 h; Q00G26+Q8WTS1; hit rate 0.78% among 360,000;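 active = inhibition above the mean inhibition across every tested compound plus 3 SD, cut at about 22% in these data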;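 note: 0% = DMSO only wells and the 100% control is not disclosed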
Target sequence (Q00G26 whole entry, looked up): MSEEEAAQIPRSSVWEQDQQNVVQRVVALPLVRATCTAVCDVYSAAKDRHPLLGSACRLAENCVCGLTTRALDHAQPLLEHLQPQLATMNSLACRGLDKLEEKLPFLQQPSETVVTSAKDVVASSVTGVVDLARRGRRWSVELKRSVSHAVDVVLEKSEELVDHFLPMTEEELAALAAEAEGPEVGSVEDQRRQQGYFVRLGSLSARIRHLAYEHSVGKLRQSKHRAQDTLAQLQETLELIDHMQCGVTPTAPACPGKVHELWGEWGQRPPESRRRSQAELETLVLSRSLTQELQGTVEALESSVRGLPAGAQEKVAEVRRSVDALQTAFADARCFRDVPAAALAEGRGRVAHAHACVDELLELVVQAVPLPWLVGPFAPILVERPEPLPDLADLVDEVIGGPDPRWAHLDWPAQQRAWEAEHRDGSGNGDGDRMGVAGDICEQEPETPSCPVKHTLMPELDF
Target sequence (Q8WTS1 whole entry, looked up): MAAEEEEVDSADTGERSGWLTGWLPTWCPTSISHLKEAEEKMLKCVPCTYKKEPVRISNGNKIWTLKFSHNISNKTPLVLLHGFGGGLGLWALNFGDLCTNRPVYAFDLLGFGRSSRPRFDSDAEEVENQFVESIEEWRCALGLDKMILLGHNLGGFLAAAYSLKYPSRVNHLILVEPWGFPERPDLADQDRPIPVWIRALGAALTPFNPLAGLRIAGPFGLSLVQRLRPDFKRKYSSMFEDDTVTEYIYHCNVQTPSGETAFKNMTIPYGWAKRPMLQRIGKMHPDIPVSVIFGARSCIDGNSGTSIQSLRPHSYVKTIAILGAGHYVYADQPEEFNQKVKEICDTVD
MC4R antag cAMP: blocks human MC4R cAMP signaling | P32245 | MC4R-expressing cells, MTII-stimulated cAMP, LANCE TR-FRET | inhibition, % at 6.5 µM | hit rate 0.48% among 360,000;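 active = inhibition above its plate's cutoff, the mean of tested wells on that plate plus 3 SD, cut at about 29% in these data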;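 note: 0% = Melanotan II alone and 100% = Melanotan II plus saturating MCL0020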
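Material: human MC4R-expressing U2OS cells. Probe or stimulus: Melanotan II challenge. Dosing: 6.5 µM single dose. Times: 30-min compound, 1-h challenge, 1-h detection, room temperature. Technique: TR-FRET with Eu-cAMP and labeled anti-cAMP, 671 nm. Replication: singlicate.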
ABCB6 inh MLPCN: inhibitors of human ABC transporter ABCB6. K562-ABCB6 porphyrin accumulation, flow cytometry, 1 h; active compounds read low. fluorescence ratio to DMSO, % at 10 µM. hit rate 0.19% among 360,000. AID 602162;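 active = fluorescence ratio to DMSO below 75%, the collection mean minus 3 SD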;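 note: signal is porphyrin accumulated inside mitochondria; 100% equals median channel fluorescence of DMSO control wells; lower ratio means ABCB6 inhibition with less porphyrin fluorescence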
N-glyco inh: blocks N-linked glycosylation in D54 reporter cells; hit rate 0.23% among 360,000; AID 588692; D54 ERlucT glycosylation luciferase reporter, 24 h; percent of 100 nM tunicamycin response; reporter increase, % at 12.5 µM;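 active = mean luciferase reporter signal, scaled so untreated is 0 and the glycosylation-blocking control 100, at or above a set limit in every replicate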;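 note: luciferase carries N-glycosylation sites so blocking glycosylation raises the light; 0% = median of neutral control wells and 100% = median of 100 nM tunicamycin wells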
Exocytosis inh: blocks lytic granule exocytosis. AID 651702. inhibition, % at 10 µM. TALL-104 LAMP-1 surface exposure, flow cytometry; cells stimulated with thapsigargin and PMA. hit rate 0.66% among 360,000;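 active = inhibition above about 55%, limit read from the data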
TLR9-MyD88 inh: blocks human TLR9 binding to MyD88; CHO BLA complementation TLR9-MyD88, CCF4 FRET ratio; inhibition, % at 4.98 µM; hit rate 0.21% among 340,000;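 active = inhibition above the mean over all tested compounds plus 3 SD, cut at about 21% in these data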;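 note: 0% = DMSO only wells and 100% = clavulanate BLA inhibitor control wells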
NOD2 RIPK2 PPI: NOD2-RIPK2 protein interaction inhibition; O43353; CHO BLA complementation NOD2-RIPK2, CCF4 ratio; inhibition, % at 4.98 µM; hit rate 0.38% among 360,000; AID 624267; in the data active = inhibition above about 21%;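 note: 0% = vehicle only and 100% = reference blocker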
The depositor's hits bear a star. These rows are one share of the data. The share of hits here may be higher or lower than overall.

Start of the listing, in advance:
CCC(Oc1ccccc1)C(=O)NC1CCCCCC1 (configuration not stated) was read as Vif inh 4, MC4R barr agon -0.9, aDG glyco act 0.0, ABHD5-PLIN5 inh -2, MC4R antag cAMP -4, ABCB6 inh MLPCN 95, N-glyco inh 0, Exocytosis inh -5, TLR9-MyD88 inh 10 and NOD2 RIPK2 PPI -2.
Cc1cccc(C)c1NC(=O)COC(=O)Cc1ccsc1 was read as MC4R barr agon -0.4, aDG glyco act -0.2, ABHD5-PLIN5 inh 4, MC4R antag cAMP -4, ABCB6 inh MLPCN 104, N-glyco inh -1, Exocytosis inh 0, TLR9-MyD88 inh -7 and NOD2 RIPK2 PPI -6.
c1ccc(-c2nc(NCc3ccco3)c3ccccc3n2)nc1 was read as Vif inh -23, MC4R barr agon -3.0, aDG glyco act 4.2, ABHD5-PLIN5 inh 13, MC4R antag cAMP 13, ABCB6 inh MLPCN 103, N-glyco inh -7, Exocytosis inh -1, TLR9-MyD88 inh 0 and NOD2 RIPK2 PPI -11.

Results (from the top)
CCC(Oc1ccccc1)C(=O)NC1CCCCCC1 (configuration not stated) was read as Vif inh 4, MC4R barr agon -0.9, aDG glyco act 0.0, ABHD5-PLIN5 inh -2, MC4R antag cAMP -4, ABCB6 inh MLPCN 95, N-glyco inh 0, Exocytosis inh -5, TLR9-MyD88 inh 10 and NOD2 RIPK2 PPI -2.
Cc1cccc(C)c1NC(=O)COC(=O)Cc1ccsc1 was read as MC4R barr agon -0.4, aDG glyco act -0.2, ABHD5-PLIN5 inh 4, MC4R antag cAMP -4, ABCB6 inh MLPCN 104, N-glyco inh -1, Exocytosis inh 0, TLR9-MyD88 inh -7 and NOD2 RIPK2 PPI -6.
c1ccc(-c2nc(NCc3ccco3)c3ccccc3n2)nc1 was read as Vif inh -23, MC4R barr agon -3.0, aDG glyco act 4.2, ABHD5-PLIN5 inh 13, MC4R antag cAMP 13, ABCB6 inh MLPCN 103, N-glyco inh -7, Exocytosis inh -1, TLR9-MyD88 inh 0 and NOD2 RIPK2 PPI -11.
Screening COc1ccc(NS(=O)(=O)c2ccc(N3CCCC3=O)cc2)cn1 returned Vif inh -6, MC4R barr agon -0.9, aDG glyco act 1.2, ABHD5-PLIN5 inh -8, MC4R antag cAMP -10, ABCB6 inh MLPCN 91, N-glyco inh 16, Exocytosis inh 4, TLR9-MyD88 inh -4 and NOD2 RIPK2 PPI 0.
O=C(CNC(=S)N(Cc1ccccc1F)C1CCCCC1)NCC1CCCO1 (configuration not stated) was read as Vif inh 3, MC4R barr agon 0.0, aDG glyco act -0.1, ABHD5-PLIN5 inh 0, MC4R antag cAMP 10, ABCB6 inh MLPCN 95, N-glyco inh -3, Exocytosis inh -1, TLR9-MyD88 inh 9 and NOD2 RIPK2 PPI -2.
`Cc1cc(NCc2ccccn2)n2nc(C)c(-c3ccccc3)c2n1` gave Vif inh 7, MC4R barr agon -0.7, aDG glyco act 1.5, ABHD5-PLIN5 inh 1, MC4R antag cAMP 5, ABCB6 inh MLPCN 104, N-glyco inh 7, Exocytosis inh 1, TLR9-MyD88 inh 6 and NOD2 RIPK2 PPI -9.
CCOC(=O)C1(Cc2ccc(OC)cc2)CCN(C(=O)c2cncs2)CC1 was read as MC4R barr agon 2.0, aDG glyco act 0.2, ABHD5-PLIN5 inh -3, MC4R antag cAMP 20, ABCB6 inh MLPCN 95, N-glyco inh 2, Exocytosis inh -1, TLR9-MyD88 inh 9 and NOD2 RIPK2 PPI -4.
Screening COc1ccc(S(=O)(=O)Nc2cccc3c2O[C@H](CN(C)C(=O)Nc2c(C)noc2C)[C@@H](C)CN([C@H](C)CO)C3=O)cc1 returned Vif inh -3, MC4R barr agon -1.9, aDG glyco act -0.2, ABHD5-PLIN5 inh 4, MC4R antag cAMP 7, ABCB6 inh MLPCN 101, N-glyco inh 2, Exocytosis inh 0, TLR9-MyD88 inh -1 and NOD2 RIPK2 PPI -9.
CN(C1CCCCC1)S(=O)(=O)c1ccc2c(c1)c(=O)c(C(=O)NCCN1CCCC1)cn2C was read as Vif inh 0, MC4R barr agon -0.3, aDG glyco act 0.1, ABHD5-PLIN5 inh 3, MC4R antag cAMP -4, ABCB6 inh MLPCN 91, N-glyco inh -5, Exocytosis inh -4, TLR9-MyD88 inh 9 and NOD2 RIPK2 PPI -9.
Screening Cc1nnc(SCc2nnc(-c3cccs3)o2)n1C1CCCCC1 returned Vif inh 4, MC4R barr agon 0.1, aDG glyco act 0.2, ABHD5-PLIN5 inh -6, MC4R antag cAMP 10, ABCB6 inh MLPCN 93, N-glyco inh 2, Exocytosis inh 8, TLR9-MyD88 inh 11 and NOD2 RIPK2 PPI -1.
`CCOC(=O)Cc1nnc2c(Nc3ccc(Cl)cc3)nc3nonc3n12` gave Vif inh -8, MC4R barr agon 2.9, aDG glyco act -0.2, ABHD5-PLIN5 inh -6, MC4R antag cAMP -3, ABCB6 inh MLPCN 93, N-glyco inh -3, Exocytosis inh -2, TLR9-MyD88 inh 0 and NOD2 RIPK2 PPI 0.
`COc1cc(C)c(Cl)cc1S(=O)(=O)n1cnc2ccccc21` gave Vif inh -1, MC4R barr agon 0.3, aDG glyco act 0.4, ABHD5-PLIN5 inh 6, MC4R antag cAMP -3, ABCB6 inh MLPCN 92, N-glyco inh 0, Exocytosis inh 8, TLR9-MyD88 inh -6 and NOD2 RIPK2 PPI 15.
Screening O=C(COc1ccc(Cl)cc1Cl)OCn1nnc2ccccc2c1=O returned Vif inh 4, MC4R barr agon -0.2, aDG glyco act -0.2, ABHD5-PLIN5 inh -3, MC4R antag cAMP -1, ABCB6 inh MLPCN 94, N-glyco inh 1, Exocytosis inh -2, TLR9-MyD88 inh 2 and NOD2 RIPK2 PPI -4.
`COc1cc(C2NC(=S)NC3=C2C(=O)CCC3)ccc1O` (configuration not stated) gave Vif inh -15, MC4R barr agon -1.0, aDG glyco act 0.0, ABHD5-PLIN5 inh -5, MC4R antag cAMP -4, ABCB6 inh MLPCN 93, N-glyco inh 0, Exocytosis inh -9, TLR9-MyD88 inh -2 and NOD2 RIPK2 PPI -3.
`CC(C)C(=O)Nc1ccccc1-c1nc2ccccc2[nH]c1=O` gave Vif inh 5, MC4R barr agon 0.6, aDG glyco act -0.1, ABHD5-PLIN5 inh 9, MC4R antag cAMP 17, ABCB6 inh MLPCN 97, N-glyco inh 1, Exocytosis inh 1, TLR9-MyD88 inh -6 and NOD2 RIPK2 PPI 6.
Screening COc1ccc(OC)c(NC(=O)NNC(=O)COc2ccc(F)cc2F)c1 returned Vif inh 4, MC4R barr agon -0.1, aDG glyco act -0.2, ABHD5-PLIN5 inh 2, MC4R antag cAMP 2, ABCB6 inh MLPCN 85, N-glyco inh 0, Exocytosis inh 3, TLR9-MyD88 inh -3 and NOD2 RIPK2 PPI -11.
Screening COc1ccc(/C=N/Nc2snc(SC)c2C#N)cc1OC returned Vif inh -1, MC4R barr agon -0.1, aDG glyco act -0.2, ABHD5-PLIN5 inh 2, MC4R antag cAMP 7, ABCB6 inh MLPCN 102, N-glyco inh -5, Exocytosis inh -3, TLR9-MyD88 inh 4 and NOD2 RIPK2 PPI -1.
Screening Cc1cccc(C)c1-n1nnnc1C(c1ccnc2ccccc12)N1CCCN(C(=O)OC(C)(C)C)CC1 (configuration not stated) returned aDG glyco act 0.0, ABHD5-PLIN5 inh -7, ABCB6 inh MLPCN 98, Exocytosis inh 5 and NOD2 RIPK2 PPI 1.
`CSc1cccc(NC(=O)CSc2nc3ccccc3o2)c1` gave Vif inh -3, MC4R barr agon 2.4, aDG glyco act 0.0, ABHD5-PLIN5 inh -3, MC4R antag cAMP 10, ABCB6 inh MLPCN 100, N-glyco inh 1, Exocytosis inh 1, TLR9-MyD88 inh 6 and NOD2 RIPK2 PPI -5.
`Cc1ccc2[nH]c(=O)c(CN3CCCCC3)c(-c3ccccc3)c2c1` gave Vif inh 1, MC4R barr agon 0.6, aDG glyco act -0.1, ABHD5-PLIN5 inh -5, MC4R antag cAMP 17, ABCB6 inh MLPCN 100, N-glyco inh 0, Exocytosis inh 0, TLR9-MyD88 inh -1 and NOD2 RIPK2 PPI -4.
Screening Cn1nc(C2CC2)cc1NC(=O)C1(C)CCN1C(=O)Cc1ccc(-c2ccccc2)cc1 (configuration not stated) returned MC4R barr agon -0.8, aDG glyco act 1.0, ABHD5-PLIN5 inh -3, MC4R antag cAMP 4, ABCB6 inh MLPCN 93, N-glyco inh -2, Exocytosis inh 1 and NOD2 RIPK2 PPI -11.
CCOc1ccc2[nH]c(C)c(CN3CCCCCC3)c(=O)c2c1 was read as Vif inh 0, MC4R barr agon -0.3, aDG glyco act -0.2, ABHD5-PLIN5 inh 1, MC4R antag cAMP 4, ABCB6 inh MLPCN 101, N-glyco inh 3, Exocytosis inh -1, TLR9-MyD88 inh 1 and NOD2 RIPK2 PPI -12.
Screening CC(C)(C)OC(=O)C[C@H]1C/C=C\C[C@@H](CC(=O)NCCO)C(=O)N2CCC[C@H]2COC1=O returned Vif inh -12, MC4R barr agon -2.1, aDG glyco act -0.1, ABHD5-PLIN5 inh 0, MC4R antag cAMP 2, ABCB6 inh MLPCN 98, N-glyco inh 2, Exocytosis inh -17, TLR9-MyD88 inh -3 and NOD2 RIPK2 PPI -9.
For CCOC(=O)C1CCCN(C(=O)c2cc(S(=O)(=O)N(C)C)ccc2N2CCCC2)C1 (configuration not stated) the results were Vif inh 56*, MC4R barr agon -0.2, aDG glyco act 0.1, ABHD5-PLIN5 inh 0, MC4R antag cAMP 0, ABCB6 inh MLPCN 88, N-glyco inh 1, Exocytosis inh 0, TLR9-MyD88 inh -5 and NOD2 RIPK2 PPI -3.
For Cc1cc(NC(=O)CSc2nnc(Nc3ccccc3C)s2)no1 the results were Vif inh 8, MC4R barr agon -0.4, aDG glyco act 0.2, ABHD5-PLIN5 inh 0, MC4R antag cAMP 12, ABCB6 inh MLPCN 96, N-glyco inh 1, Exocytosis inh 7, TLR9-MyD88 inh 2 and NOD2 RIPK2 PPI 1.
COc1ccc(OC2OC3COC(c4ccco4)OC3C(O)C2NC(C)=O)cc1 (configuration not stated) was read as Vif inh 5, MC4R barr agon -0.7, aDG glyco act -0.1, ABHD5-PLIN5 inh -3, MC4R antag cAMP 0, ABCB6 inh MLPCN 102, N-glyco inh 1, Exocytosis inh -2, TLR9-MyD88 inh -23 and NOD2 RIPK2 PPI 9.
Screening O=C(NC1CCCC1)C(c1ccccc1)N(C(=O)c1csnn1)C1CCCC1 (configuration not stated) returned Vif inh 1, MC4R barr agon -0.7, aDG glyco act 0.1, ABHD5-PLIN5 inh 4, MC4R antag cAMP 2, ABCB6 inh MLPCN 95, N-glyco inh 1, Exocytosis inh 1, TLR9-MyD88 inh 4 and NOD2 RIPK2 PPI 3.
C[C@@H]1CN=C2N(CCNC(=O)CCC3CCCCC3)[C@H](Cc3ccc(O)cc3)CN21 was read as Vif inh -5, MC4R barr agon 1.1, aDG glyco act -0.2, ABHD5-PLIN5 inh 2, MC4R antag cAMP 4, ABCB6 inh MLPCN 87, N-glyco inh 0, Exocytosis inh -3, TLR9-MyD88 inh -7 and NOD2 RIPK2 PPI -3.
